Screening results deposited in PubChem BioAssay by The Scripps Research Institute Molecular Screening Center.
CHO-K1 Ca ag – counter-screen for M1 agonists: effect in parental CHO-K1 cells. Fluo-8 calcium fluorescence; scaled to maximal ATP response, vehicle zero. activation, % at 3 µM. 360,000 tested, 0.48% active; in the data active means activation above about 15%;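 further: untransfected CHO-K1 host cells lacking M1 receptor as counterscreen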
V1aR counter – agonists of human V1a receptor, primary screen, counter-screen for OXTR agonist project, fluorescence, CHO-V1R cells; activation, % at 3 µM; Fluo-8 calcium fluorescence, agonist mode; 0% DMSO, 100% 3 nM vasopressin; 320,000 tested, 0.25% active; AID 2797, 2010;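 active means activation above the mean activation of all tested compounds plus 3 SD, per screening run, cut at about 20% in these data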;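 further: signal is peak over basal fluorescence ratio across a 100 second FLIPR read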
TAAR1 antagonist – human TAAR1 antagonists, primary screen, Fluo-8 calcium fluorescence, CHO RD-HGA16 cells; antagonist; inhibition, % at 3 µM; 360,000 tested, 1.5% active;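 active means inhibition above a per-plate cutoff, the mean inhibition of test compounds on that plate plus 3 SD, cut at about 49% in these data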;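 further: 0% = DMSO plus EC80 beta-PEA response and 100% = DMSO alone without agonist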
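Material: RD-HGA16 CHO cells with stable hTAAR1 and Gα16; Dosing: single nominal final test compound concentration of 3 µM; Schedule: seeding 17-24 h prior, 75-min 37 °C, 30-min RT dye loading; Detection: kinetic Fluo-8 calcium fluorescence measurement; Measure: % inhibition from peak post-agonist over basal fluorescence ratio; Benchmarks: vehicle and agonist controls.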
CHO parental Ca – ATP-evoked calcium signal inhibitors, parental CHO, primary screen, counter-screen for OX1R antagonist project, cell-based, fluorescence, Fluo-8 calcium dye. inhibition, % at 5.6 µM. parental CHO-K1, ATP-induced calcium, Fluo-8 fluorescence. 330,000 tested, 0.63% active. AID 463079, 2010;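 active means inhibition above that plate's mean sample inhibition plus 3 SD, cut at about 26% in these data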;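 further: 0% = ATP-challenged DMSO wells and 100% = DMSO wells without ATP; some compounds past the cut are filed as inactive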
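Test system: untransfected parental CHO cell line. Compound: one dose, 5.6 µM nominal. Detection: intracellular calcium via Fluo-8 no-wash fluorescent dye. Measure: % inhibition. Benchmarks: ATP-challenged DMSO wells low, unchallenged DMSO wells high.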
CHO-K1 Ca PAM – nonselective calcium activators in parental CHO-K1 cells, primary screen, counter-screen for M1 PAM project, cell-based, Fluo-8 calcium fluorescence, full deck, 1536-well; ATP EC20; 0% at ATP EC20, 100% at ATP max; activation, % at 3 µM; 360,000 tested, 0.02% active;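 active means activation above the run cutoff, the mean activation of all test compounds plus 3 SD, cut at about 40% in these data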;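 further: peak over basal fluorescence ratio in a 140 s read after ATP addition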
OXTR potentiate – human OXTR potentiators, primary screen, fluorescence, CHO-OTR cells, Fluo-8 calcium | Oxytocin receptor (Homo sapiens), P30559 | Fluo-8 calcium fluorescence, potentiator mode; 0% = oxytocin EC15, 100% = EC100 | activation, % at 3 µM | 320,000 tested, 0.061% active;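 active means activation above that plate's cutoff, the mean activation of tested compounds plus 3 SD, cut at about 6.6% in these data, passing the limit was not always enough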;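 further: 100% uses oxytocin at 75 nM as the full agonist control; some results filed as inactive read as strong as hits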
Target sequence (P30559 whole entry, looked up): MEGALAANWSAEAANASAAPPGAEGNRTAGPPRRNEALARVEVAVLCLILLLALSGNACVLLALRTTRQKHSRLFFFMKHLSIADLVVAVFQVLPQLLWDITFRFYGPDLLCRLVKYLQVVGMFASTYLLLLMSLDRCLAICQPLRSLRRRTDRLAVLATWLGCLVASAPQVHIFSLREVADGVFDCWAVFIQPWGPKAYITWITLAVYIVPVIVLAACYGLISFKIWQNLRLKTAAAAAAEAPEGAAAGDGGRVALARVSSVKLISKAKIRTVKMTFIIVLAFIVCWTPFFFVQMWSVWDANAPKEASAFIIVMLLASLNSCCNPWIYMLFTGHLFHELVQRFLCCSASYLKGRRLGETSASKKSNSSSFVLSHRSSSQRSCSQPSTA
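Material: human OTR in CHO cells. Compound: 3.0 µM, one dose. Timing: compound 6 min at room temperature before oxytocin, 100 s read. Evaluation: % activation of max/min ratio relative to oxytocin controls. Replication: single well per compound, singlicate. Signal: Fluo-8 calcium dye fluorescence.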
TAAR1 ag – human TAAR1 agonists, primary screen, Fluo-8 calcium fluorescence, CHO RD-HGA16 cells. Trace amine-associated receptor 1 (Homo sapiens), Q96RJ0. vehicle wells 0%, saturating PEA agonist 100%. 360,000 tested, 0.99% active. activation, % at 3 µM;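 active means activation above the mean activation of all test compounds in the run plus 3 SD, cut at about 38% in these data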
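System: CHO-derived RD-HGA16 cells with stable Gα16 and human TAAR1. Times: 17-24 h plating, Fluo-8 75 min 37 °C, 30 min RT. Measured by: calcium-sensitive Fluo-8 signal, excitation 470-495, emission 515-575 nm. Read-out basis: % activation relative to PEA EC100 response. Control set: DMSO and PEA EC100. Repeats: no replicates (n 1).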
CHO-K1 Ca antag – counter-screen for M1 antagonists: effect in parental CHO-K1 cells. ATP-induced calcium, Fluo-8 fluorescence. inhibition, % at 3 µM. 360,000 tested, 0.6% active. AID 602250;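 active means inhibition above a per-plate cutoff, the plate's mean sample inhibition plus 3 SD, cut at about 24% in these data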;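 further: 0% = DMSO plus EC80 ATP and 100% = DMSO alone without ATP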
CHRM1 agonist – human M1 muscarinic receptor agonists, primary screen, Fluo-8 calcium fluorescence, CHO-K1 cells, HTS. 360,000 tested, 0.33% active. CHO-K1 hM1, agonist mode; 0% DMSO, 100% acetylcholine EC100. Muscarinic acetylcholine receptor M1 (Homo sapiens), P11229. activation, % at 3 µM. AID 588814, 2011;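 active means activation above the run's mean compound activation plus 3 SD, cut at about 16% in these data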;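 further: peak over basal fluorescence ratio within a 140 s kinetic read after compound addition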
Target sequence (P11229 whole entry, looked up): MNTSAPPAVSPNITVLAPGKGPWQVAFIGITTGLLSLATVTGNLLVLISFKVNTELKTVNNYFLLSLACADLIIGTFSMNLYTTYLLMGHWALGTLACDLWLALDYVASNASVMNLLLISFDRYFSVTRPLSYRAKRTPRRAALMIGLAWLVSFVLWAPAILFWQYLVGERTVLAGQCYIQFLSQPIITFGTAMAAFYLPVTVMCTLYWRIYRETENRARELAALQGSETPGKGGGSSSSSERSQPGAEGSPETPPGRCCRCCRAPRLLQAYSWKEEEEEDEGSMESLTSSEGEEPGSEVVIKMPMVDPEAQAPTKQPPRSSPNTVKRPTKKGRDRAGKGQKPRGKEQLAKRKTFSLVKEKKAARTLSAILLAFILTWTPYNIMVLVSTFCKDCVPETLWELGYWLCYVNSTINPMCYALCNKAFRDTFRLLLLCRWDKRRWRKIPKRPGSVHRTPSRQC
* hit, by the source's call. No enrichment for hits. Share with any hit: about 3.3%.

Results for CCCCC(=O)OCC(=O)C1(O)Cc2c(O)c3c(c(O)c2C(OC2CC(NC(=O)C(F)(F)F)C(O)C(C)O2)C1)C(=O)c1c(OC)cccc1C3=O (stereo unspecified) ?
CHO-K1 Ca ag: 12.9; TAAR1 antagonist: 32.4; CHO-K1 Ca PAM: 10.5; TAAR1 ag: 12.3; CHO-K1 Ca antag: 13.2; CHRM1 agonist: 10.9

Results for C[C@@H]1CN([C@H](C)CO)C(=O)CCCn2nncc2CO[C@H]1CN(C)Cc1ccc(-c2ccccc2)cc1 ?
CHO-K1 Ca ag: -0.2; TAAR1 antagonist: -8.3; CHO-K1 Ca PAM: -11.0; TAAR1 ag: 0.1; CHO-K1 Ca antag: 9.6; CHRM1 agonist: -11.2

How did CCOC(=O)C1CCCN(Cc2ccc(O)c(OC)c2)C1 (stereo unspecified) do in these assays?
CHO-K1 Ca ag: 0.2; V1aR counter: 0.6; TAAR1 antagonist: 11.0; CHO parental Ca: -11.8; CHO-K1 Ca PAM: 8.4; OXTR potentiate: -20.9; TAAR1 ag: 4.5; CHO-K1 Ca antag: -7.8; CHRM1 agonist: 23.5*

How did COc1ccc(CNC(=O)COC(=O)c2cccc(S(=O)(=O)N3CCOCC3)c2)cc1 do in these assays?
CHO-K1 Ca ag: 2.6; V1aR counter: 2.4; TAAR1 antagonist: 6.4; CHO parental Ca: -20.6; CHO-K1 Ca PAM: 6.1; OXTR potentiate: -3.6; TAAR1 ag: 5.0; CHO-K1 Ca antag: 10.0; CHRM1 agonist: -2.1

What do the screens show for `O=C(Nc1ccc2c(c1)OCO2)c1cc(C2CCCCN2C(=O)c2ccc3c(c2)CCO3)on1` (stereo unspecified)?
CHO-K1 Ca ag: 6.2; TAAR1 antagonist: 11.8; CHO-K1 Ca PAM: 17.7; TAAR1 ag: 1.3; CHO-K1 Ca antag: 4.1; CHRM1 agonist: -2.7

How did COc1ccc(-c2c(-c3ccc(OCC(=O)NN)cc3O)n[nH]c2C)cc1OC do in these assays?
CHO-K1 Ca ag: 0.2; V1aR counter: 1.8; TAAR1 antagonist: -16.1; CHO parental Ca: -15.4; CHO-K1 Ca PAM: -11.2; OXTR potentiate: -8.2; TAAR1 ag: 4.0; CHO-K1 Ca antag: -5.0; CHRM1 agonist: 3.6

What do the screens show for `Cc1noc(/C=C/c2nn(C)cc2Cl)c1[N+](=O)[O-]`?
CHO-K1 Ca ag: 0.8; V1aR counter: 0.6; TAAR1 antagonist: -2.5; CHO parental Ca: -6.6; CHO-K1 Ca PAM: 16.6; OXTR potentiate: -6.3; TAAR1 ag: -2.5; CHO-K1 Ca antag: -2.0; CHRM1 agonist: -0.7

What do the screens show for `C/C(=N/NC(=O)c1ccc2c(c1)OCO2)c1ccc(NC(=O)c2ccc(F)cc2)cc1`?
CHO-K1 Ca ag: 0.1; TAAR1 antagonist: -8.0; CHO-K1 Ca PAM: -20.2; TAAR1 ag: 0.6; CHO-K1 Ca antag: 4.2; CHRM1 agonist: -0.9

What do the screens show for `O=C(COC(=O)C12CC3CC(CC(Br)(C3)C1)C2)NNC(=O)c1ccccc1`?
CHO-K1 Ca ag: 1.0; V1aR counter: 0.6; TAAR1 antagonist: 1.3; CHO parental Ca: -5.3; CHO-K1 Ca PAM: 8.4; OXTR potentiate: -2.6; TAAR1 ag: 14.6; CHO-K1 Ca antag: -8.0; CHRM1 agonist: -3.8

What do the screens show for `COc1ccc(N2CC(NS(=O)(=O)c3ccc(F)cc3)CC2=O)cc1` (stereo unspecified)?
CHO-K1 Ca ag: 0.3; V1aR counter: 0.0; TAAR1 antagonist: -8.2; CHO parental Ca: -17.2; CHO-K1 Ca PAM: 1.9; OXTR potentiate: -7.1; TAAR1 ag: 3.3; CHO-K1 Ca antag: 3.1; CHRM1 agonist: 0.0

How did O=C(NCCC(=O)N1CCN(c2ccccc2O)CC1)c1ccc(Cl)cc1 do in these assays?
CHO-K1 Ca ag: 2.9; V1aR counter: -0.8; TAAR1 antagonist: -2.3; CHO parental Ca: -20.5; CHO-K1 Ca PAM: 5.8; OXTR potentiate: -4.3; TAAR1 ag: 0.8; CHO-K1 Ca antag: -1.1; CHRM1 agonist: -2.2

What do the screens show for `CCOC(=O)c1c(NC(=O)/C=C/c2ccco2)sc(C)c1C`?
CHO-K1 Ca ag: 0.4; V1aR counter: -1.2; TAAR1 antagonist: -16.4; CHO parental Ca: -15.2; CHO-K1 Ca PAM: 15.9; OXTR potentiate: -3.0; TAAR1 ag: 3.6; CHO-K1 Ca antag: -8.9; CHRM1 agonist: -1.9

What do the screens show for `O=C(Nc1cccn(Cc2cccc(F)c2)c1=O)NC1CCCCC1`?
CHO-K1 Ca ag: 0.7; V1aR counter: 0.2; TAAR1 antagonist: 6.7; CHO parental Ca: -24.4; CHO-K1 Ca PAM: 8.5; OXTR potentiate: -7.4; TAAR1 ag: 7.4; CHO-K1 Ca antag: -11.3; CHRM1 agonist: -2.7

How did COc1cccc(NC(=O)/C=C/c2ccco2)c1 do in these assays?
CHO-K1 Ca ag: 0.8; V1aR counter: -1.1; TAAR1 antagonist: 18.8; CHO parental Ca: 1.4; CHO-K1 Ca PAM: 6.8; OXTR potentiate: -2.4; TAAR1 ag: 0.0; CHO-K1 Ca antag: -15.3; CHRM1 agonist: -2.7

How did COC(=O)C1=C(C)NC(=O)/C1=C\c1cc(C)n(-c2cc(C)cc(C)c2)c1C do in these assays?
CHO-K1 Ca ag: 0.4; V1aR counter: -0.5; TAAR1 antagonist: -24.6; CHO parental Ca: -19.0; CHO-K1 Ca PAM: 16.0; OXTR potentiate: -13.8; TAAR1 ag: 0.7; CHO-K1 Ca antag: -7.4; CHRM1 agonist: -2.9

What do the screens show for `C=CCn1c(=S)[nH]c2sccc2c1=O`?
CHO-K1 Ca ag: 1.0; V1aR counter: 0.3; TAAR1 antagonist: 8.2; CHO parental Ca: -10.6; CHO-K1 Ca PAM: 18.0; OXTR potentiate: -6.6; TAAR1 ag: 2.2; CHO-K1 Ca antag: -6.8; CHRM1 agonist: -6.5

What do the screens show for `O=C(O)CN1C(=O)/C(=C/c2ccccc2Cl)Oc2ccccc21`?
CHO-K1 Ca ag: 0.2; V1aR counter: -2.0; TAAR1 antagonist: -36.7; CHO parental Ca: -7.9; CHO-K1 Ca PAM: -7.6; OXTR potentiate: -1.7; TAAR1 ag: 9.0; CHO-K1 Ca antag: -6.2; CHRM1 agonist: -3.4

What do the screens show for `O=C(Nc1c2c(nn1-c1cccc(Cl)c1)CS(=O)C2)c1ccc2c(c1)OCO2` (stereo unspecified)?
CHO-K1 Ca ag: 0.9; V1aR counter: 1.3; TAAR1 antagonist: -22.3; CHO parental Ca: -16.9; CHO-K1 Ca PAM: 12.7; OXTR potentiate: -1.9; TAAR1 ag: 0.4; CHO-K1 Ca antag: -8.1; CHRM1 agonist: -2.5

How did Cc1cc(-c2ccccc2)n2ncc(-c3ccccc3)c2n1 do in these assays?
CHO-K1 Ca ag: 0.7; V1aR counter: -1.1; TAAR1 antagonist: -9.6; CHO parental Ca: -35.9; CHO-K1 Ca PAM: 15.0; OXTR potentiate: -8.7; TAAR1 ag: 2.4; CHO-K1 Ca antag: -9.2; CHRM1 agonist: -8.5

How did CS(=O)(=O)c1cnc2c(S(=O)(=O)c3ccccc3)cnn2c1N do in these assays?
CHO-K1 Ca ag: 5.0; V1aR counter: 0.1; TAAR1 antagonist: 7.1; CHO parental Ca: -6.6; CHO-K1 Ca PAM: 9.3; OXTR potentiate: -5.0; TAAR1 ag: 4.4; CHO-K1 Ca antag: 4.0; CHRM1 agonist: -2.8

How did COc1ccc(C(=O)NCCc2nnc(SCC(=O)Nc3ccccc3F)n2C)cc1 do in these assays?
CHO-K1 Ca ag: 0.3; V1aR counter: 0.0; TAAR1 antagonist: -31.8; CHO parental Ca: -23.4; CHO-K1 Ca PAM: 2.6; OXTR potentiate: -0.8; TAAR1 ag: -0.2; CHO-K1 Ca antag: -13.4; CHRM1 agonist: -5.1

How did O=C1CSCC(=O)N1c1ncc(C(F)(F)F)cc1Cl do in these assays?
CHO-K1 Ca ag: 0.7; V1aR counter: 2.5; TAAR1 antagonist: 22.0; CHO parental Ca: -7.3; CHO-K1 Ca PAM: -17.5; OXTR potentiate: -2.3; TAAR1 ag: -1.1; CHO-K1 Ca antag: 0.7; CHRM1 agonist: -0.3

Results for Cc1ccc(CNC(=O)c2ccc3c(=O)n(CC4CCCO4)c(=S)[nH]c3c2)cc1 (stereo unspecified) ?
CHO-K1 Ca ag: 0.0; V1aR counter: 0.1; TAAR1 antagonist: -2.0; CHO parental Ca: -10.1; CHO-K1 Ca PAM: 1.7; OXTR potentiate: -0.4; TAAR1 ag: 4.7; CHO-K1 Ca antag: -7.0; CHRM1 agonist: -1.9

Results for NC(=S)N=Nc1ccc(O)cc1 ?
CHO-K1 Ca ag: 0.3; TAAR1 antagonist: -12.8; CHO-K1 Ca PAM: -2.4; TAAR1 ag: 2.4; CHO-K1 Ca antag: -13.2; CHRM1 agonist: 0.1

How did Cc1ccc(-c2c3c(=O)n(C)c(=O)n(C)c3cn2-n2cnnc2)cc1 do in these assays?
CHO-K1 Ca ag: -0.2; V1aR counter: -1.0; TAAR1 antagonist: 0.1; CHO parental Ca: 5.6; CHO-K1 Ca PAM: -4.4; OXTR potentiate: -10.9; TAAR1 ag: 7.9; CHO-K1 Ca antag: 21.0; CHRM1 agonist: -2.0

Results for CC(C)OC(=O)COc1cc(O)c2c(=O)cc(-c3ccccc3)oc2c1 ?
CHO-K1 Ca ag: 0.4; V1aR counter: -0.4; TAAR1 antagonist: -10.3; CHO parental Ca: -1.5; CHO-K1 Ca PAM: 5.0; OXTR potentiate: -1.2; TAAR1 ag: -1.1; CHO-K1 Ca antag: -4.2; CHRM1 agonist: -1.0
